Screening results from PubChem BioAssay.
NTR1 ag – agonists of NTR1, primary screen, imaging, U2OS cells, beta-arrestin-GFP, high content (AID 493036). Neurotensin receptor type 1 (Homo sapiens), P30989. NTR1-U2OS beta-arrestin-GFP spot imaging, agonist mode. activation, % at 20 µM. 330,000 tested, 0.17% active;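 active = activation at or above 40% of the spot to cytoplasm intensity ratio, with at least 20 cells analyzed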;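 note: 0% = DMSO without peptide and 100% = 100 nM NTR1 peptide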
Target sequence (P30989 whole entry, looked up): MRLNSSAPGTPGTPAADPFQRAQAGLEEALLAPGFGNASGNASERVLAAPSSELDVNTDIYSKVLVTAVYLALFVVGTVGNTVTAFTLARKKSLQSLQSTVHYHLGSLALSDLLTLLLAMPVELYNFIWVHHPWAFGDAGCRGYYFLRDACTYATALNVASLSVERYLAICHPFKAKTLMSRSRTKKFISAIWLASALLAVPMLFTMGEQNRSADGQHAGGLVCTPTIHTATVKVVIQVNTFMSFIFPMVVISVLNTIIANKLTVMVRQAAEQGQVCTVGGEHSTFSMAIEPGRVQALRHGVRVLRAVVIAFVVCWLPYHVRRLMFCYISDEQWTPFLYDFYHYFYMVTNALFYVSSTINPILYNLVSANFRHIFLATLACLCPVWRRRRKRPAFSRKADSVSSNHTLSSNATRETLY
GPR55 LPI antagonism – GPR55 antagonists blocking LPI-driven arrestin recruitment, primary screen, imaging, U2OS, beta-arrestin-GFP, LPI agonist (AID 2013) | U2OS GPR55 beta-arrestin-GFP translocation imaging, LPI antagonism; higher % means a stronger effect | G-protein coupled receptor 55 (Homo sapiens) | one-dose inhibition, % at 10 µM; IC50 in µM for titrated hits | 290,000 tested, 0.13% active;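 active = spots per cell inhibited over 60%, with over 100 cells counted and total cytoplasm intensity under 500,000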;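 note: U2OS cells stably carrying GPR55 and arrestin-GFP stimulated by 5 µM LPI near EC80; imaged beta-arrestin-GFP aggregate spots per cell after agonist stimulation; plate controls were LPI-stimulated DMSO wells for no effect and DMSO wells without LPI for full effect; some results filed as inactive read as strong as hits; confirmed hits need IC50 under 10 µM and bright autofluorescent wells are also inconclusive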
SV40 large T antigen – SV40 large T antigen inhibitors, biochemical (AID 1903); SV40 large T antigen ATPase/helicase inhibition assay; higher % means a stronger effect; inhibition, % at 20 µM; hits with a dose series show IC50 in µM; 310,000 tested, 0.39% active; in the data active = a potency from the dose series; note: strong numbers were not always called active
T cell modulator – modulators of CD8 T cell-vesicle binding, primary screen, mouse 2C CD8+ T cells, flow cytometry; 2C CD8+ T cell-vesicle binding; stronger effect = lower value; calls only at 7 µM; 330,000 tested, 0.068% active;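 active = response, share of CD8 T cells binding vesicles, and their 90th percentile fluorescence all below set limits, cut at about 80% in these data, passing the limit was not always enough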
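Assay system: 2C TCR transgenic mouse naive CD8+ T cells, MACS-purified | Read-out: CD8+ gate FL2 mean fluorescence as % of same-row positive control | Signal: High-throughput flow cytometry with anti-B7-1 and anti-CD8 staining | Timing: Binding step 1.5 h, 37 °C, antibody labelling 20 min, ice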
GPR55 beta-arrestin – GPR55 agonists via beta-arrestin recruitment, primary screen, imaging, U2OS cells, beta-arrestin-GFP redistribution (AID 1961) | U2OS GPR55 beta-arrestin-GFP redistribution imaging; higher % means a stronger effect | activation, % at 10 µM; hits with a dose series show EC50 in µM | 290,000 tested, 0.048% active;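 active = activation above 40% with more than 50 cells counted in the well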;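 note: U2OS osteosarcoma cells stably expressing GPR55 and beta-arrestin-GFP; plate controls were DMSO negative control for no effect and LPI positive control for full effect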
Lipid droplet – inhibitors of hepatocyte lipid droplet formation, primary screen, imaging, high-throughput imaging, BODIPY stain. AML12 mouse hepatocytes, oleate lipid droplets. inhibition, % at 6.5 µM. 240,000 tested, 0.4% active. AID 1656, 2009;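 active = lipid droplet intensity inhibited by at least 50%, with more than 500 cells counted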
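Assay system: AML12 hepatocytes (mouse); Probe or stimulus: oleic acid at 100 µM to induce lipid droplet formation; Dosing: compound at 6.5 µM only; Schedule: compound with oleate, overnight; Detection: fluorescence imaging, 20x objective, two fields per well; Measure: % inhibition of lipid droplet signal.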
MgcRacGAP inhibition – MgcRacGAP GTPase-activating activity inhibitors, confirmation, biochemical, ADP Hunter fluorescence; Rac GTPase-activating protein 1 (Homo sapiens); MgcRacGAP-stimulated Rac1 GTP hydrolysis, ADP Hunter fluorescence; higher % means a stronger effect; GST-tagged Rac1 F28L mutant substrate; inhibition, % at 30 µM; hits with a dose series show IC50 in µM; 340,000 tested, 0.6% active; AID 624330, 2012;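 active = first-screen hits whose inhibition reached a set limit at any dose in the follow-up dose series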;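 note: fluorescence reports GDP produced by GAP-driven GTP hydrolysis; strong numbers were not always called active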
LYP inhibition – inhibitors of LYP phosphatase, biochemical, fluorescence intensity, uHTS (AID 1779). Tyrosine-protein phosphatase non-receptor type 22 (Homo sapiens). recombinant LYP phosphatase, fluorescence intensity; higher % means a stronger effect. inhibition, % at 11.5 µM; hits with a dose series show IC50 in µM. 290,000 tested, 0.054% active; in the data active = inhibition above about 50%;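 note: plate controls were vehicle with enzyme for no effect and no enzyme for full effect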
GPR35 arrestin U2OS – GPR35 antagonists blocking zaprinast-driven arrestin recruitment, primary screen, imaging, U2OS, beta-arrestin-GFP, zaprinast agonist (AID 2058). G-protein coupled receptor 35 (Homo sapiens). U2OS GPR35 beta-arrestin-GFP translocation imaging, zaprinast antagonism; higher % means a stronger effect. one-dose inhibition, % at 10 µM; IC50 in µM for titrated hits. 290,000 tested, 0.052% active;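 active = inhibition of at least 50% with at least 30 cells and total cytoplasm GFP at most 10,000,000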
Lipid droplet cells 6.5 µM – second read-out of Lipid droplet, no call of its own (marks repeat the call); cell count; measured here: cell count, cytotoxicity flag;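 cells counted across two imaged fields per well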
T cell modulator vesicle-bound % – recorded beside T cell modulator, whose call it bears; double positive events, %; measured here: CD8+ vesicle-bound cell fraction;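 binding gate set so that unloaded-vesicle control wells show 10% double positive cells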
NTR1 ag cell count 20 µM – recorded beside NTR1 ag, whose call it bears; cell count; measured here: cell count, cytotoxicity flag
* hit, by the source's call; i = inactive; / = not tested or not shown. No enrichment for hits; any-hit rate near 1.8%.

structure	NTR1 ag	NTR1 ag cell count 20 µM	GPR55 LPI antagonism	SV40 large T antigen	T cell modulator	T cell modulator vesicle-bound %	GPR55 beta-arrestin	Lipid droplet	Lipid droplet cells 6.5 µM	MgcRacGAP inhibition	LYP inhibition	GPR35 arrestin U2OS
COc1ccc(C(=O)Oc2coc(CSc3nnc(NC(=O)c4cccs4)s3)cc2=O)cc1	1.2	50	0%	-2%	i	46	-0.2%	-15	690	0%	-3%	-10%
N#Cc1nccnc1S(=O)(=O)c1cccs1	4.2	55	-4%	22%	i	30	0.1%	17	720	/	-7%	0%
O=C(NCCc1c[nH]c2ccccc12)C(=O)NCC1OCCN1S(=O)(=O)c1ccc(F)cc1 (stereo not given)	-0.8	84	18%	2%	i	46	0.1%	-10	740	2%	-5%	2%
CSc1nnc2n(C3CCCCC3)c(=O)c3c4c(sc3n12)CCCC4	/	/	6%	/	/	/	-0.1%	14	742	/	-8%	2%
COC(=O)c1[nH]c2cc(OC)ccc2c1NC(=O)CCN1CCCCC1	-0.4	61	10%	1%	i	32	-0.2%	-4	720	15%	-4%	-2%
COC(=O)[C@@H]1C[C@@H](C(=O)O)[C@H](C)C1(C)C	-1.9	60	/	24%	i	15	/	/	/	5%	/	/
CC(C)(C)SCCNS(=O)(=O)c1ccc2ccccc2c1	0.6	80	2%	-3%	i	6	-0.2%	0	809	1%	-3%	3%
COc1ccc(OC)c(-c2csc(N(Cc3ccco3)C(=O)c3ccco3)n2)c1	4.1	46	10%	15%	i	34	0.8%	15	767	8%	0%	-16%
CSC1=NCCN1C(=O)c1ccc(S(=O)(=O)N2CCCCC2)cc1	0.1	61	5%	0%	i	26	-0.3%	-10	677	4%	4%	6%
O=c1[nH]c2c(n(C3CCCCC3)c1=O)CCC2	-0.9	43	-7%	0%	i	59	-0.3%	/	/	0%	-4%	-7%
O=C(C[n+]1cccc2ccccc21)c1ccc(Br)cc1	-1.5	65	2%	8%	i	47	0.6%	-2	777	13%	-1%	5%
COc1ccc(CCC(=O)Nc2ccc(S(=O)(=O)Nc3nccc(C)n3)cc2)cc1	0.3	60	10%	0%	i	18	-0.2%	3	834	5%	-10%	5%
CCc1ccc(NC(=O)CCC(=O)Nc2nnc(C(F)(F)F)s2)cc1	0.8	64	-1%	5%	i	53	0.1%	0	694	-3%	-10%	10%
COCCSc1nnc(NC(=O)c2ccc([N+](=O)[O-])cc2)s1	0.7	36	18%	9%	i	45	-0.3%	-6	738	8%	-10%	-2%
CC(C)c1ccccc1-n1c(-c2cccnc2)n[nH]c1=S	-0.4	58	4%	5%	i	26	-0.1%	-18	508	4%	-10%	9%
O=C(NC(=S)Nn1cnc2c(cnn2-c2ccccc2)c1=O)c1ccc(Cl)cc1	-0.9	103	-11%	0%	i	62	0.1%	-7	658	11%	1%	-8%
Cc1ccc(C(C(=O)NCc2ccccc2)N(C(=O)c2csnn2)c2cccc3ccccc23)o1 (stereo not given)	-1.5	81	9%	10%	i	5	-0.4%	-4	463	4%	0%	-4%
O=C(CC1C(=O)NCCN1C(=O)Nc1ccccc1)Nc1cccc(Cl)c1 (stereo not given)	-1.0	47	4%	21%	i	34	-0.1%	19	667	5%	-3%	3%
O=C(CCCN1C(=O)/C(=C\c2cccs2)SC1=S)Nc1cc([N+](=O)[O-])ccc1O	1.5	54	9%	7%	i	17	-0.1%	7	856	5%	0%	3%
CS(=O)(=O)NN1C(=O)c2ccccc2NC12CCCC2	-1.2	91	-1%	2%	i	43	-0.2%	22	747	5%	-4%	-7%
CNC(=S)NNc1nncc2ccccc12	1.4	51	8%	31%	i	30	-0.2%	-17	666	14%	-1%	-4%
COc1ccccc1NC(=O)CSc1nnc(-c2ccco2)n1N	0.4	64	-6%	15%	i	24	0.3%	0	775	12%	-5%	-2%
Cc1cccc(C)c1NC(=O)/C(C#N)=C/c1ccc(-c2ccc(C(=O)O)cc2)o1	-0.1	56	-8%	22%	i	32	0.2%	2	791	6%	-9%	-10%
O=c1[nH]c2ccccc2n1CCCN1CCN(C(c2ccccc2)c2ccccc2)CC1	4.4	69	20%	7%	/	/	-0.1%	-16	636	/	-2%	2%
Oc1cccc(C=Nc2cccc3ccccc23)c1O	0.3	65	8%	16%	i	58	-0.2%	4	832	-3%	2%	-6%
COc1ccc(C(c2nnnn2C2CCCC2)N2CCc3ccccc3C2)cc1OC (stereo not given)	/	/	8%	5%	/	/	-0.3%	/	/	6%	8%	-11%
Cc1ccc(NC(=O)c2ccccc2O)cc1	1.5	36	17%	1%	i	4	0.2%	20	775	8%	-1%	2%
CCOC(=O)c1cccc(NS(=O)(=O)c2c(C(=O)N3CCCCCC3)c(C)n(C)c2C)c1	1.2	47	-6%	/	i	9	0.5%	-37	694	10%	-10%	9%
O=C(CCN1C(=O)/C(=C/c2ccccc2F)SC1=S)N[C@@H](CO)Cc1ccccc1	11	62	2%	4%	i	23	0.2%	24	711	-4%	-9%	-7%
COc1ccc(OC)c(/C=C/C(=O)Oc2ccc(C(C)=O)cc2)c1	1.9	59	6%	6%	i	46	-0.2%	-6	758	3%	-7%	14%

Another view of some results above:
Sequence of screens – NTR1 ag	NTR1 ag cell count 20 µM	GPR55 LPI antagonism	SV40 large T antigen	T cell modulator	T cell modulator vesicle-bound %	GPR55 beta-arrestin	Lipid droplet	Lipid droplet cells 6.5 µM	MgcRacGAP inhibition	LYP inhibition	GPR35 arrestin U2OS
COc1ccc(C(=O)Oc2coc(CSc3nnc(NC(=O)c4cccs4)s3)cc2=O)cc1
→ 1.2	50	0%	-2%	i	46	-0.2%	-15	690	0%	-3%	-10%
N#Cc1nccnc1S(=O)(=O)c1cccs1
→ 4.2	55	-4%	22%	i	30	0.1%	17	720	/	-7%	0%
O=C(NCCc1c[nH]c2ccccc12)C(=O)NCC1OCCN1S(=O)(=O)c1ccc(F)cc1 (stereo not given)
→ -0.8	84	18%	2%	i	46	0.1%	-10	740	2%	-5%	2%
CSc1nnc2n(C3CCCCC3)c(=O)c3c4c(sc3n12)CCCC4
→ /	/	6%	/	/	/	-0.1%	14	742	/	-8%	2%
COC(=O)c1[nH]c2cc(OC)ccc2c1NC(=O)CCN1CCCCC1
→ -0.4	61	10%	1%	i	32	-0.2%	-4	720	15%	-4%	-2%
COC(=O)[C@@H]1C[C@@H](C(=O)O)[C@H](C)C1(C)C
→ -1.9	60	/	24%	i	15	/	/	/	5%	/	/
CC(C)(C)SCCNS(=O)(=O)c1ccc2ccccc2c1
→ 0.6	80	2%	-3%	i	6	-0.2%	0	809	1%	-3%	3%
COc1ccc(OC)c(-c2csc(N(Cc3ccco3)C(=O)c3ccco3)n2)c1
→ 4.1	46	10%	15%	i	34	0.8%	15	767	8%	0%	-16%
CSC1=NCCN1C(=O)c1ccc(S(=O)(=O)N2CCCCC2)cc1
→ 0.1	61	5%	0%	i	26	-0.3%	-10	677	4%	4%	6%

Additional results follow:
structure	NTR1 ag	NTR1 ag cell count 20 µM	GPR55 LPI antagonism	SV40 large T antigen	T cell modulator	T cell modulator vesicle-bound %	GPR55 beta-arrestin	Lipid droplet	Lipid droplet cells 6.5 µM	MgcRacGAP inhibition	LYP inhibition	GPR35 arrestin U2OS
CC(C)Cn1c(N)c(C(=O)CSc2ccccc2)c(=O)n(C)c1=O	/	/	13%	4%	i	15	0.0%	5	660	3%	-1%	-19%
Cc1cc(NC(=O)CN2CCN(c3ccccc3O)CC2)no1	0.7	73	-2%	1%	i	38	-0.1%	8	708	9%	-6%	-6%
COc1ccc(C(=O)/C=C/C(=O)N(CC(=O)NC2CCCCC2)CC2CCCO2)c(O)c1 (stereo not given)	23	26	30%	8%	i	35	1.0%	-5	721	10%	6%	69%*
O=C(Cc1ccccc1)Nc1ccc(NC(=O)Cc2ccccc2)c(Cl)c1	-0.1	57	3%	6%	i	66	-0.1%	/	/	12%	-4%	6%
COc1ccccc1NC(=O)c1sc2ncn(CC(=O)Nc3ccccc3)c(=O)c2c1C	1.6	38	-10%	27%	i	10	0.2%	14	545	4%	3%	-2%
COc1ccc(CN(C)C(c2ccccc2)c2nnnn2-c2ccccc2C)c(OC)c1C (stereo not given)	3.8	68	15%	3%	i	30	0.2%	/	/	6%	0%	12%
CSc1ccccc1C(=O)N1CCc2ccccc2C1	0.8	62	0%	3%	i	40	-0.2%	-6	684	2%	-10%	4%
Clc1ccc(-c2nnc(-c3ccccc3)c(N3CCSCC3)n2)cc1	3.3	93	30%	2%	i	38	0.6%	/	/	6%	-7%	-13%
COc1ccc(C)cc1NC(=O)c1cc(S(=O)(=O)N2CCC3(CC2)OCCO3)ccc1F	0.8	71	15%	1%	i	12	0.0%	-5	705	12%	-1%	4%
CCOC(=O)c1[nH]cnc1C(=O)NC(C)C	-0.5	65	14%	-8%	i	55	0.4%	17	776	8%	-3%	2%
Cc1onc(-c2c(Cl)cccc2Cl)c1C(=O)c1ccc(F)cc1	1.0	37	10%	7%	i	27	0.0%	10	811	/	-5%	-1%
O=C(c1ccc(Cl)cc1)N1CCCC(C(=O)N2CCc3ccccc3C2)C1 (stereo not given)	1.3	44	-9%	10%	i	39	-0.3%	0	725	12%	-7%	-3%
CCCCCc1nnc(NC(=O)Cn2cnc3ccccc3c2=O)s1	2.2	47	-2%	1%	i	42	-0.1%	36	651	6%	-3%	-1%
